Salmonella PhoP GFP: inhibitors of PhoP regulon expression, primary screen, Salmonella Typhimurium, GFP reporter (AID 1863) | S. Typhimurium PhoP-regulated promoter GFP reporter, 4 h; higher % means a stronger effect | inhibition, % at 50 µM, or IC50 in µM where a hit was titrated | 0.16% of 300,000 active;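 active = inhibition over 29.93%, a cutoff 3 SD above the screen mean, later confirmed by dose response; inconclusive = inhibition over 29.93% but no dose response follow-up; inactive = inhibition at most 29.93% or unconfirmed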;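 note: 0% = low Mg2+ inducing control and 100% = high Mg2+ repressing control; strong numbers were not always called active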
Myeloid diff MLP: compounds promoting myeloid differentiation; AID 624256; 1% of 360,000 active; ER-HoxA9 myeloid progenitors, lysozyme-GFP differentiation, flow cytometry; calls only at 10 µM;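 active = normalized GFP-positive differentiation at or above the plate's own cutoff, the solvent-only control mean plus 3 SD; inconclusive = no clear call, values can overlap the other calls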;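 note: cells exposed to compound for four days before flow analysis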
TNAP activators: human TNAP enzyme activators, primary screen, biochemical, luminescent, no phosphate acceptor, uHTS (AID 1001) | purified TNAP, luminescent activation assay, no phosphate acceptor; higher activation fold means a stronger effect | 0.03% of 200,000 active | activation fold at 20 µM, or EC50 in µM where a hit was titrated; in the data active = activation fold from about 3, or a potency from the dose series; inactive = the rest, 99 in 100 with activation fold below about 1.6; note: many of its hits are not listed in these tables
NTR1 ag: agonists of NTR1, primary screen, imaging, U2OS cells, beta-arrestin-GFP, high content (AID 493036). activation, % at 20 µM. NTR1-U2OS beta-arrestin-GFP spot imaging, agonist mode. P30989. 0.17% of 330,000 active;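 active = activation at or above 40% of the spot to cytoplasm intensity ratio, with at least 20 cells analyzed; inconclusive = wells under 20 cells, flagged as cytotoxic or low count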;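 note: 0% = DMSO without peptide and 100% = 100 nM NTR1 peptide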
Target sequence (P30989 whole entry, looked up): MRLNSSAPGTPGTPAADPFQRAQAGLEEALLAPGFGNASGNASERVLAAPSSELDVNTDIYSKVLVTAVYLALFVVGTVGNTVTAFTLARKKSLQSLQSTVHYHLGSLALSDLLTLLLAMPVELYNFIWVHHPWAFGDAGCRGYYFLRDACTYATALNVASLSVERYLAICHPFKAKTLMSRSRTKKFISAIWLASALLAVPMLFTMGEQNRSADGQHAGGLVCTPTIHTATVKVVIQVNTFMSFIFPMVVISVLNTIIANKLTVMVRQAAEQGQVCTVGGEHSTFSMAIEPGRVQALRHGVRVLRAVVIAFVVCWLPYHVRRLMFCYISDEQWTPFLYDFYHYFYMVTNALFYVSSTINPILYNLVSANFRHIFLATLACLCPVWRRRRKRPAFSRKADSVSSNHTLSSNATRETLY
T cell HTS: T cell immune modulation candidate. 2C CD8+ T cell-vesicle binding, flow cytometry; hits give low values. calls only at 7 µM. 0.068% of 330,000 active. AID 2052;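 active = response, share of CD8 T cells binding vesicles, and their 90th percentile fluorescence all below set limits, cut at about 80% in these data, passing the limit was not always enough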
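Benchmarks: naked versus QL9-loaded vesicles / Assay system: purified 2C TCR transgenic mouse naive CD8+ T cells / Technique: high-throughput flow cytometry with anti-B7-1 and anti-CD8 staining / Timing: Cell–vesicle co-incubation 1.5 h at 37 °C, staining 20 min on ice / Read-out: percent CD8+ FL2 mean versus row control / Probe or stimulus: QL9-loaded Drosophila micro-vesicles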
SV40 large T antigen: SV40 large T antigen inhibitors, biochemical (AID 1903) | inhibition, % at 20 µM; hits with a dose series show IC50 in µM | SV40 large T antigen ATPase/helicase inhibition assay; higher % means a stronger effect | 0.39% of 310,000 active; in the data active = a potency from the dose series; inconclusive = inhibition mostly from about 32% at the one dose, without a potency; inactive = the rest, 99 in 100 with inhibition below about 32%; note: strong numbers were not always called active
MgcRacGAP inhibition: MgcRacGAP GTPase-activating activity inhibitors, confirmation, biochemical, ADP Hunter fluorescence | MgcRacGAP-stimulated Rac1 GTP hydrolysis, ADP Hunter fluorescence; higher % means a stronger effect; GST-tagged Rac1 F28L mutant substrate | one-dose inhibition, % at 30 µM; IC50 in µM for titrated hits | 0.6% of 340,000 active;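 active = first-screen hits whose inhibition reached a set limit at any dose in the follow-up dose series; inconclusive = inhibition above the set first-screen limit but never retested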;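 note: fluorescence reports GDP produced by GAP-driven GTP hydrolysis; strong numbers were not always called active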
UTI89 phage lysis: inhibition of K1F phage lysis, E. coli UTI89, bacterial capsule biogenesis inhibitors, alamar blue (AID 488966). E. coli UTI89 K1F phage lysis, alamar blue, 2 h; higher % means a stronger effect. 0.02% of 340,000 active. inhibition, % at 100 µM, or IC50 in µM where a hit was titrated;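 active = phage lysis inhibition, versus mean bacterial control, above a set limit; inconclusive = no clear call, values can overlap the other calls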;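 note: capsule biogenesis inhibitors block K1F phage lysis so surviving cells raise fluorescence; higher fluorescence means more inhibition of phage lysis; actives were called in the ten point dose series up to 300 µM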
RSV antiviral HEp-2: RSV antiviral activity via CPE protection, HEp-2 cells, primary 10 µM value included (AID 2391); HEp-2 cells, RSV-induced CPE inhibition; higher % means a stronger effect; CPE inhibition, % at 10 µM; hits with a dose series show IC50 in µM; 0.13% of 310,000 active; in the data active = a potency from the dose series; inconclusive = CPE inhibition mostly from about 23% at the one dose, without a potency; inactive = the rest, 99 in 100 with CPE inhibition below about 21%; note: strong numbers were not always called active
T cell HTS vesicle-bound %: also measured in T cell HTS; calls as there; double positive events, %; measured here: CD8+ vesicle-bound cell fraction;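 binding gate set so that unloaded-vesicle control wells show 10% double positive cells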
NTR1 ag cell count 20 µM: further read-out of NTR1 ag, marked with its call; cell count; measured here: cell count, cytotoxicity flag
Myeloid diff MLP GFP+ MAC1+ %: further read-out of Myeloid diff MLP, marked with its call; GFP+ MAC1+ double positive, %; measured here: differentiation confirmed by MAC1 staining
The depositor's hits bear a star; i = inactive; ? = inconclusive; nt = not tested or not shown; & = joins results of further samples; [ ] = dose if it differs, or a comment. The list is partial (hit frequency here may not be typical).

SMILES	Salmonella PhoP GFP	Myeloid diff MLP	Myeloid diff MLP GFP+ MAC1+ %	TNAP activators	NTR1 ag	NTR1 ag cell count 20 µM	T cell HTS	T cell HTS vesicle-bound %	SV40 large T antigen	MgcRacGAP inhibition	UTI89 phage lysis	RSV antiviral HEp-2
COc1ccc2c(c1OC)C(=O)OC2c1c(O)n(C2CCCCC2)c(=O)[nH]c1=O (stereo not drawn)	-14%	i	0.8	1.1	-0.8	44	i	36	22%	18%	0.5%	1.8%
CN1CCC2(CC1)NC(=O)C1=C(CN(C)CC1)N2	-7%	i	0.4	nt	6.7	66	i	22	4%	4%	0.8%	0.7%
COC(=O)C1=C(c2ccc(OCc3ccccc3)cc2)C[C@@H]2CC[C@H]1N2C(=O)NCc1ccc([N+](=O)[O-])cc1	nt	i	0.4	nt	0.8	57	i	6	nt	12%	0.8%	nt
CCOc1cc(CN2CCN(C(=O)Cc3ccccc3)CC2)ccc1OC	7%	i	0.4	nt	-1.1	62	i	58	6%	26%	0.1%	3.3%
CN1CCCC(C(=O)c2ccc(Cl)cc2)C1 (stereo not drawn)	nt	i	0.5	1.1	-0.8	30	i	44	nt	-11%	-1.7%	0.1%
C[C@H]1CCC[C@H](O)CCCCCc2cc(O)cc(O)c2C(=O)O1	-1%	i	3.2	1.2	2.1	64	i	22	7%	1%	2.6%	?
O=c1cccc2n1CC1CC2CN(S(=O)(=O)c2ccccc2)C1 (stereo not drawn)	-4%	i	7.3	1.1	2.4	43	i	14	2%	5%	0.3%	-0.2%
Cc1nc2ccccc2c(=O)n1-c1ccc(F)cc1F	1%	i	1.2	nt	1.5	55	i	42	2%	6%	0.6%	1.2%
O=C1NC(=O)N(Cc2ccco2)C(=O)/C1=C/c1cccn1CCOc1ccccc1Cl	-12%	i	0.9	1	-1.0	57	i	47	52%	22%	1.5%[50 µM]	11%
CCOP(=S)(OCC)N1CCOCCOCCN(P(=S)(OCC)OCC)CCOCCOCC1	-11%	i	0.5	1.1	-0.3	50	i	8	2%	3%	-0.1%	3.8%
CC(C)=CCSc1nnc([C@@H](N)Cc2c[nH]c3ccccc23)o1	1%	i	5.5	1.1	1.2	53	i	12	19%	1%	3.7%	-0.8%
NC(N)=Nc1ccc2[nH]c3c(c2c1)C[C@@]1(O)[C@H]2Cc4ccc(O)c5c4[C@@]1(CCN2CC1CC1)[C@H]3O5	-4%	i	3.0	nt	5.6	41	i	22	75%	13%	-16%	-1.4%
CCOP(=O)(OCC)C(O)c1ccc(OC)c(OC)c1 (stereo not drawn)	10%	i	1.0	1.1	-0.5	59	i	39	4%	-5%	0.2%	1.3%
c1ccc(CC(NCc2ccco2)c2ccccc2)cc1 (stereo not drawn)	3%	i	0.9	1	-1.3	23	i	23	-4%	1%	-1.6%	-1.0%
COc1cc(C(=O)OC2C[C@H]3CC[C@@H](C2)N3C)ccc1O (stereo partly drawn)	13%	i	0.6	nt	-1.3	94	i	30	16%	15%	0.3%[50 µM]	0.1%

Reprinted from the part before: three compounds, then new ones.
SMILES	Salmonella PhoP GFP	Myeloid diff MLP	Myeloid diff MLP GFP+ MAC1+ %	TNAP activators	NTR1 ag	NTR1 ag cell count 20 µM	T cell HTS	T cell HTS vesicle-bound %	SV40 large T antigen	MgcRacGAP inhibition	UTI89 phage lysis	RSV antiviral HEp-2
CCOP(=O)(OCC)C(O)c1ccc(OC)c(OC)c1 (stereo not drawn)	10%	i	1.0	1.1	-0.5	59	i	39	4%	-5%	0.2%	1.3%
c1ccc(CC(NCc2ccco2)c2ccccc2)cc1 (stereo not drawn)	3%	i	0.9	1	-1.3	23	i	23	-4%	1%	-1.6%	-1.0%
COc1cc(C(=O)OC2C[C@H]3CC[C@@H](C2)N3C)ccc1O (stereo partly drawn)	13%	i	0.6	nt	-1.3	94	i	30	16%	15%	0.3%[50 µM]	0.1%
O=C(C(=O)N1CCOCC1)c1cn(Cc2ccccc2Cl)c2ccccc12	-2%	i	0.3	1.1	-1.1	58	i	36	8%	11%	0.2%	2.8%
CCc1ccc(C2=NN(CCC(=O)N3CCC4(CC3)OCCO4)C(=O)CC2)cc1	7%	i	0.2	1	3.2	59	i	31	3%	4%	0.4%	2.2%
CCOc1cc(CNCCc2ccccc2F)ccc1OC	-3%	i	0.8	nt	0.3	86	i	63	6%	24%	0.1%	0.7%
CCN(CC)c1ccc(N=Cc2c(O)n(Cc3ccccc3)c(=O)[nH]c2=O)cc1	-5%&2%	i	0.3&0.2	1.1&1.1	-0.2&12	89&81	i	11&57	8%&22%	7%&5%	-0.4%&0.5%	4.6%&0.8%
COC(=O)C1=C(c2cccc(OC)c2OC)C[C@@H]2CC[C@H]1N2C(=O)NC1CC1	nt	i	1.9	nt	0.7	69	i	52	12%	7%	2.3%	1.0%
COc1ccc(C(=O)NC(=S)N2C[C@H]3C[C@H](C2)c2cccc(=O)n2C3)cc1	5%	i	1.4	nt	-0.4	85	i	6	17%	5%	0.2%	0.0%
CNC(=O)c1cccn(Cc2cc(C(F)(F)F)cc(C(F)(F)F)c2)c1=O	4%	i	0.1	1	-0.4	48	i	62	9%	1%	0.5%	10%
COc1ccc(NC(=O)CN(C)C(=O)CSC(c2ccccc2)c2ccccc2)cc1	nt	i	0.7	nt	-0.6	72	i	38	nt	-4%	0.1%	-0.2%
Cc1ccc(-c2nc3ccccc3c(=O)n2-c2ncccc2C)cc1	1%	i	1.2	1.1	1.5	73	i	24	5%	4%	0.2%	0.2%
CCC(=NC1CCN(Cc2ccccc2)CC1)c1c(O)[nH]c(=O)[nH]c1=O	8%	i	1.0	1	-0.3	84	i	44	21%	-1%	0.0%	-0.4%
COc1ccccc1C1C([N+](=O)[O-])=C(N)Oc2c1c(=O)oc1ccccc21 (stereo not drawn)	-13%	i	0.8	nt	1.1	44	i	40	3%	2%	0.9%	1.3%
O=C(Nc1ccc(OC(=O)N2CCCCC2)cc1)N1CCOCC1	-4%	i	0.3	1	-0.2	58	i	25	3%	8%	0.2%	-0.5%
CC(C)NS(=O)(=O)c1ccc(OCC(=O)N2CCN(Cc3ccccc3)CC2)cc1	nt	i	12	nt	0.8	61	i	55	nt	-3%	-0.4%	-0.5%
CNC(C(=O)c1ccccc1)C(OC(C)=O)c1cccc([N+](=O)[O-])c1 (stereo not drawn)	-9%	i	0.4	nt	-0.4	47	i	50	5%	1%	0.0%	1.8%
Nc1c(C(=O)NC2CCCC2)c2nc3ccccc3nc2n1CC1CCCO1 (stereo not drawn)	1%	i	0.0	1.2	30	52	i	37	-1%	-1%	2.2%	-0.3%
OC(CCNCCc1c[nH]c2ccccc12)C(F)(F)F (stereo not drawn)	5%	i	0.3	1	1.0	67	i	18	14%	3%	0.0%	-2.2%
C[N+]1(C)C2CCC1CC(OC(=O)c1c[nH]c3ccccc13)C2 (stereo not drawn)	-8%	i	2.2	nt	3.1	71	i	32	17%	-3%	4.8%	-1.1%
CC1CCN(C(=O)C(C)Cl)CC1 (stereo not drawn)	-3%	i	0.3	1.1	1.1	59	i	25	5%	10%	0.3%	1.4%
Cc1ccc(C2N3CCCN23)cc1 (stereo not drawn)	-2%	i	0.9	nt	-0.1	49	i	54	0%	-12%	-1.0%	2.1%
CCCCOCCCN1C(C)=CC(=C2C(=O)NC(=S)NC2=O)C=C1C	-1%	i	0.3	nt	0.1	52	i	35	8%	10%	0.2%	2.8%
CN1CC[C@@]23CCCC[C@@H]2[C@@H]1Cc1ccc(O)cc13	0%	i	3.4	1	0.3	50	i	26	12%	-5%	2.5%	-1.9%
COc1ccc(C2C(C#N)=C(N)Oc3c2c(=O)oc2ccccc32)cc1Cn1cc([N+](=O)[O-])cn1 (stereo not drawn)	-2%	i	0.8	1.1	0.8	49	i	50	4%	0%	0.2%	2.3%
CCc1ccc(NC2=NCCCS2)cc1	-3%	?	nt	nt	0.8	53	i	46	8%	-13%	-0.3%	0.9%
CNCC(O)c1cc(F)c(OCc2ccccc2)c(OCc2ccccc2)c1F (stereo not drawn)	-8%	?	nt	nt	0.9	81	i	46	21%	1%	-1.2%	-4.6%
CCCNS(=O)(=O)c1ccc(OCC(=O)N2CCN(Cc3ccc4c(c3)OCO4)CC2)cc1	-7%	i	1.6	1.1	-0.4	68	i	37	-2%	0%	2.7%	6.5%
CN(C)CP(=O)(Nc1ccccc1)N(C)C (stereo not drawn)	3%	i	0.4	1.1	-1.8	46	i	39	12%	11%	1.4%	2.0%
CC(Cc1ccccc1)NCC(=O)Nc1cc(N(C)C)nc2ccccc12 (stereo not drawn)	-2%	i	1.2	nt	4.0	42	i	29	14%	nt	nt	-0.1%
O=C1NC(=O)N(Cc2ccco2)C(=O)/C1=C/C=C/c1ccco1	-2%	i	0.7	nt	5.0	58	i	55	?	?	0.4%	0.9%
COc1ccc(Br)cc1CN1CCN(C(=O)Cc2ccccc2)CC1	-1%	i	1.8	1	-0.5	40	i	17	-2%	28%	0.9%	1.1%
CN1CCc2c([nH]c3ccccc23)C1	-5%	i	3.3	1	-1.0	85	i	24	6%	10%	3.3%	nt
COC(=O)C(O)(c1ccc(N(C)C(=O)c2cccs2)cc1)C(F)(F)F (stereo not drawn)	0%	i	0.0	1.1	-1.5	58	i	38	3%	0%	0.1%	1.3%
CN1C(=O)NC(=O)/C(=C\c2ccc([N+](=O)[O-])o2)C1=O	2%	i	0.5	1	1.6	36	i	61	18%	?	-3.1%	-0.9%
O=C(Cn1c(=O)n(CC2CS2)c2ccccc21)N1CCCCC1 (stereo not drawn)	13%	i	0.3	1.1	0.6	52	i	50	7%	7%	-0.1%	3.7%

Just MgcRacGAP inhibition, for some of the entries so far:
| compound | MgcRacGAP inhibition |
| --- | --- |
| CN1C(=O)NC(=O)/C(=C\c2ccc([N+](=O)[O-])o2)C1=O | ? |
| CN1CC[C@@]23CCCC[C@@H]2[C@@H]1Cc1ccc(O)cc13 | -5% |

Screening results (PubChem)
